Screening data from PubChem.
POLH inh: blocks human DNA polymerase eta activity; Q9Y253; recombinant Pol eta, fluorescent DNA replication assay; Potency, µM (titrated, usually from 114 µM), inactives show at the top dose activity change, negative = inhibition, hits mostly inhibitors; 390,000 tested, 1.2% active; note: potency is the fitted concentration of half-maximal effect; % is set by controls: 0 for no effect and ±100 for the full control effect
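Pol eta at 10 nM preincubated with compounds 15 min at room temperature; reaction started with fluorescent substrate (50 nM final) and read kinetically at 0 and 10 min.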
ALOX12 inh: ALOX12 (human) lipoxygenase inhibition; Potency, µM (top dose mostly 108 µM), without a hit: top-dose activity change, negative = inhibition, actives largely listed as inhibitors; 580,000 tested, 1.1% active; purified 12hLO, xylenol orange hydroperoxide absorbance; note: potency is the fitted concentration of half-maximal effect; % is set by controls: 0 for no effect and ±100 for the full control effect
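Hydroperoxide product was detected by ferrous iron/xylenol orange as the 573 to 405 nm absorbance ratio. Arachidonic acid at 40 uM (final) was turned over for 30 min at room temperature by 150 nM human 12hLO, pH 7.0 Hepes buffer, after 15 min compound preincubation.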
Apoferritin bind: candidate novel general anesthetic via apoferritin binding. P02791. apoferritin/1-aminoanthracene competitive binding, fluorescence. Potency, µM (highest dose often 77.5 µM), inactives show at the top dose activity change, negative = displacement, most hits filed as inhibitors. 350,000 tested, 0.074% active; note: potency is the fitted concentration of half-maximal effect; % is set by controls: 0 for no effect and ±100 for the full control effect; nearly all actives have a fitted effect of over 20% in size
Target sequence (P02791 2-175 limits assumed): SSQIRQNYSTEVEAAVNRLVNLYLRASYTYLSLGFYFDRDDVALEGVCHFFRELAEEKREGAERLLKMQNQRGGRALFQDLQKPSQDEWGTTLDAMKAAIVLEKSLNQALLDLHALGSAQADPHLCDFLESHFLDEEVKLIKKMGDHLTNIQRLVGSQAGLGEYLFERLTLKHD
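Apoferritin-based anesthetic binding model; compound displacement of fluorescent 1-AMA measured as endpoint fluorescence after 10 minutes at room temperature, scaled to free-ligand and complex controls.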
Pol kappa inh: inhibitors of human DNA polymerase kappa; Q9UBT6; purified Pol kappa, fluorescent DNA synthesis assay, 10 min; Potency, µM (top dose mostly 107 µM), without a hit: at the top dose activity, negative = inhibition, usual class: inhibitors; 400,000 tested, 0.53% active; note: potency is the fitted concentration of half-maximal effect; % is set by controls: 0 for no effect and ±100 for the full control effect
Target sequence (Q9UBT6 whole entry, looked up): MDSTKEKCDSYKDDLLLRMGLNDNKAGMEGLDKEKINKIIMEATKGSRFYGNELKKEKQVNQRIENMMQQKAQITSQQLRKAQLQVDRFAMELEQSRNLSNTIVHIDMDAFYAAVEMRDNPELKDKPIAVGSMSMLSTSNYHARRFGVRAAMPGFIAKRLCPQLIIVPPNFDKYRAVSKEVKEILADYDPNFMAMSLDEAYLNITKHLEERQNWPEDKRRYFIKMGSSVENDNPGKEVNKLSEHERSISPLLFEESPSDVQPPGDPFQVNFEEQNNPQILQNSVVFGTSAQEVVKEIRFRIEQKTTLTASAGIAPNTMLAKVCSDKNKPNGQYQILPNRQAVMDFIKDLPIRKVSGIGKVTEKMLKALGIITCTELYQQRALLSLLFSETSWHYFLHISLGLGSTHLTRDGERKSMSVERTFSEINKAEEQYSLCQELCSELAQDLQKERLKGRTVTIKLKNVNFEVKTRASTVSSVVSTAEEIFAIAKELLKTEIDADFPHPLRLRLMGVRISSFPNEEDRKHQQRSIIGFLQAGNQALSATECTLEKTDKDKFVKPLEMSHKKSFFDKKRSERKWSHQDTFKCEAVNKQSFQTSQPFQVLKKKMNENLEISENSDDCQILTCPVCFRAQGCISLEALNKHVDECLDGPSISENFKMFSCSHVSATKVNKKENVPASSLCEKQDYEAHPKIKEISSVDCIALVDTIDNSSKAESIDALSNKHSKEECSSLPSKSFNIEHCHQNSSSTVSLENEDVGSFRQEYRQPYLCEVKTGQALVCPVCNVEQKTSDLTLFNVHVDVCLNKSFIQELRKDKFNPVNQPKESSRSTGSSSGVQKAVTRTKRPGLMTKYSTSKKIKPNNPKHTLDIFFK
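Kinetic fluorescence readout at 0 and 10 min followed reaction start with substrate at 50 nM final. Beforehand, enzyme (10 nM Pol kappa) stood 15 min with compound at room temperature; buffer-only wells were negative controls.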
LDHA block: LDHA (human) enzyme inhibition. P00338. purified LDHA, NADH/diaphorase-resazurin fluorescence; active compounds read low. activity change, % (values are at about 110 or 230 µM). 480,000 tested, 0.15% active. AID 1347041; in the data active = activity change below about -30%; inconclusive = mostly about -25% to -30%;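 note: plate controls were DMSO wells for no effect and wells without enzyme for full effect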
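LDH5 2 nM; NADH 0.06 mM, pyruvate 0.2 mM; 200 mM Tris pH 7.4, EDTA, Tween-20; 5 min RT. Detection: diaphorase 0.133 mg/mL + resazurin 37 µM, fluorescence ex540/em590 at 0 and 20 min; normalized to enzyme-free and DMSO wells.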
Pol beta inh: inhibitors of human DNA polymerase beta; Pol beta primer extension/strand displacement, fluorescence kinetic; P06746; AID 485314; Potency, µM (doses to about 114 µM), without a hit: top-dose activity change, negative = inhibition, hits mostly inhibitors; 340,000 tested, 1.3% active; note: potency is the fitted concentration of half-maximal effect; % is set by controls: 0 for no effect and ±100 for the full control effect
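Homogeneous kinetic assay of primer extension and strand displacement by 10 nM Pol beta, preincubated 15 min at room temperature with compound before 50 nM substrate (final) was added. Read at 0 and 10 min; four-parameter Hill fit.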
ERG Ets-DNA blk: inhibitors of human ERG Ets domain-DNA interaction. P11308. fluorescence polarization, His-ERG Ets domain / labelled DNA. Potency, µM (highest dose often 76.9 µM), for inactives: top-dose FP activity, negative = inhibition, actives largely listed as inhibitors. 370,000 tested, 0.028% active. AID 624246; active = well fitted inhibition curve with a large enough effect in the polarisation, with a control signal flat; inconclusive = small, poorly fitted or top-dose-only effect, or effect the other way, or a change in a side signal; inactive = no such curve, though single readings can be large or run the other way; the % refers to the polarisation;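 note: polarization taken with two DNA probes labelled with fluorescein and Texas red; potency is the fitted concentration of half-maximal effect; % of control where 0% means no effect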
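His-tagged ERG Ets domain (1 uM in the protein solution; 300mM KCl, 50mM Tris-HCl, 1mM EDTA, 1mM DTT, pH 7.5) received compound, then a probe mix of 5 nM fluorescein-DNA and 100nM Texas-615-DNA. Fluorescence polarization was read for both dyes.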
RGS4 inh: inhibitors of human regulator of G protein signaling 4; P49798; Transcreener GDP fluorescence polarization, RGS4-accelerated GTP hydrolysis; Potency, µM (series often up to 114 µM), inactives show top-dose activity change, negative = inhibition, most hits filed as inhibitors; 390,000 tested, 0.039% active; note: potency is the fitted concentration of half-maximal effect; % is set by controls: 0 for no effect and ±100 for the full control effect; nearly all actives have a fitted effect of over 75% in size; some results filed as inactive show a strong effect at the top dose
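MLSMR compounds (23 nl, pin-transferred) preincubated 10 min at room temperature with a 500nM (2x) first reagent, then RGS4 at 900nM (2x) plus Transcreener GDP mix added; fluorescence polarization (620/688 nm) read before and after 90 min at 30 °C.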
APEX1 inh: blocks human APE1 abasic DNA cleavage. Potency, µM (highest dose often 65.8 µM), without a hit: top-dose activity change, negative = inhibition, actives largely listed as inhibitors. AID 2517. P27695. 350,000 tested, 0.35% active. recombinant APE1, TAMRA/BHQ-2 abasic DNA cleavage fluorescence;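 note: potency is the fitted concentration of half-maximal effect; plate controls were vehicle for no effect and reference inhibitor for full effect; nearly all actives have a fitted effect of over 55% in size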
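Endonuclease cleavage of a quenched abasic-site DNA duplex (50 nM) by APE1 (0.75 nM) was tracked by TAMRA dequenching. Compounds were preincubated with enzyme 15 min at room temperature; data normalized to buffer-only and DMSO wells plus NSC13755 control.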
* = called active by the depositor; i = inactive; ? = inconclusive; / = not tested or not shown; & = joins results of further samples; [ ] = remark or other dose. Unless noted, calls come from the whole dose curve; as a rule, active = well fitted curve in the direction sought with a large enough effect; inconclusive = small, poorly fitted or top-dose-only effect, or another doubt; inactive = no such curve, though single readings can be large; an effect the other way counts as inactive or inconclusive.

SMILES | POLH inh | ALOX12 inh | Apoferritin bind | Pol kappa inh | LDHA block | Pol beta inh | ERG Ets-DNA blk | RGS4 inh | APEX1 inh
CCOc1ccc(S(=O)(=O)N2c3ccccc3CC2C)cc1 (centres undefined) | 0% | -14% | 3% | -10% | 0 | 0% | -12% | 12% | ?
CCn1cc(C(=O)NCCCOC)c2cc(OC)c(OC)cc2c1=O | -14% | 13% | -2% | 4% | 4 | 14% | -1% | -37% | 0%
Cc1ccc(S(=O)(=O)N(CC(=O)NCCSc2ccccn2)c2cc(C)cc(C)c2)cc1 | -19% | ? | 50%[activator] | -8% | 0 | 20% | -3% | -37% | -4%
CC(Nc1ccc(F)cc1F)C(=O)NC(=O)NC1CCCCC1 (centres undefined) | -6% | -23% | ? | -2% | -3 | -22% | 5% | 2% | -2%
COCCNC(=O)C(OC(=O)CC1Sc2ccccc2NC1=O)c1ccncc1 (centres undefined) | -1% | 11% | -6% | -3% | 2 | 2% | / | -17% | 1%
COc1ccccc1C1C=C(c2ccc(F)cc2)Nc2nc(-c3ccc(Cl)cc3)nn21 (centres undefined) | -17% | 0% | 51%[activator] | 2% | 0 | -18% | -1% | 2% | /
Cc1ccc(CNC(=O)CCCCCn2c(=O)c3sccc3n(CC(=O)N3CCCCC3C)c2=O)cc1 (centres undefined) | / | -15% | -18% | 6% | -1 | -24% | -1% | -7% | /
COC(=O)NC(NC(=S)Nc1ccc([N+](=O)[O-])cc1)C(Cl)(Cl)Cl (centres undefined) | -13% | ? | -15% | -7% | 2 | 13% | / | -38% | 17%
CCc1ccc(NC(=O)CCn2nc(C)c(S(=O)(=O)N3CCCCC3)c2C)cc1 | ? | 0%&-7% | -15%&-8% | -22% | -3&0 | 2%&6% | 14%&-5% | 18%[56.9 µM] | 0%
CCCNc1sc(S(=O)(=O)CCC)nc1S(=O)(=O)c1ccc(C)cc1 | -4% | -10% | -8% | -6% | -6 | 23% | 5% | 1% | ?
CCOC(=O)C(NC(C)=O)C(O)c1ccc([N+](=O)[O-])cc1 (centres undefined) | -8% | -6% | -3% | -15% | -5 | 51% | 0% | 1% | -4%
c1ccc(OCCCCn2cnc3ccccc32)cc1 | 8% | i | 5% | 6% | -1 | 10% | -13% | 9% | 8%
CCc1ccccc1NC(=O)CNC(=O)c1ccccc1OCc1c(C)noc1C | -1% | -18% | / | -1% | -7 | / | 11% | -9% | 13%
O=C(/C=C/c1ccccc1Cl)NC1CCS(=O)(=O)C1 (centres undefined) | -16% | 2% | -7% | -3% | -10 | -2% | -3% | ? | -3%
CCn1c(CC(=O)Nc2ccc(C)c(Cl)c2)nnc1SCC(=O)Nc1nc(C)cs1 | 0% | -13% | -21% | 16% | -3 | -3% | 9% | -2% | 3%
CC(Oc1ccc(Br)cc1)C(=O)N1CCC(C(N)=O)CC1 (centres undefined) | -1% | -3% | -2% | -7% | -6 | 32% | -5% | -3% | 16%
Cc1ccccc1OCCC(=O)OCC(=O)NCCNC(=O)COC(=O)CCOc1ccccc1C | -9% | 7% | / | 1% | -3 | / | -6% | -2% | -6%
N#CNC(=Nc1ccc(Cl)cc1)Oc1ccccc1 | -11% | ? | 6% | -8% | 2 | 7% | 1% | -16% | 0%
O=C(C(=O)N1CCOCC1)c1cn(CC(=O)N2CCCCC2)c2ccccc12 | -12% | 500%[activator] | -3% | -6% | -9 | 32% | -3% | 17% | -3%
COc1ccccc1-c1cn[nH]c1-c1ccc(OCc2ccc(F)cc2)cc1O | -25% | -15% | -12% | 0% | -2 | ? | -3% | 7%[56.9 µM] | -5%
COc1cc(/C=N/NC(=O)Nc2cccc3nsnc23)cc(OC)c1OC | 2% | 3% | 3% | -16% | -4 | 0% | -2% | -1% | -1%
CN1C2CCC1CC(NC(=O)CSc1ccc(Cl)cc1)C2 (centres undefined) | 11% | 10% | 8% | -6% | -9 | -3% | -6% | 3% | 8%
Cc1onc(-c2ccncc2)c1C(=O)O | -21% | 19% | -8% | -2% | -8 | 17% | 1% | -17% | -1%
CC1CC(C)CN(S(=O)(=O)c2ccc(C(=O)Nc3nnc(-c4cccs4)o3)cc2)C1 (centres undefined) | 3% | -4% | -12% | 0% | -4 | 0% | -11% | -23% | 2%
CCCN(CCC)S(=O)(=O)c1ccc2c(c1)N(CC(=O)NCc1ccc(F)cc1Cl)C(=O)CS2 | -21% | -12% | 50%[activator] | -2%[60.1 µM] | 4 | 2% | 2% | -16% | /
New compounds follow:
SMILES | POLH inh | ALOX12 inh | Apoferritin bind | Pol kappa inh | LDHA block | Pol beta inh | ERG Ets-DNA blk | RGS4 inh | APEX1 inh
c1ccc(CCCNc2ncnc3nc[nH]c23)cc1 | -8% | 21% | -5% | 4%&6% | -1&1 | -6% | 14% | 16% | 2%
C=C(C)Cn1c(SCC(=O)Nc2cccc(Cl)c2)nc2sc3c(c2c1=O)CCCC3 | -14% | -9% | -4% | -19% | -5 | -17% | -3% | -19% | /
CN1C(=O)/C(=C/c2ccc(O)c([N+](=O)[O-])c2)NC1=S | -16% | -6% | -11% | -4% | 9 | 0% | -3% | 14% | 4%
COc1ccc(S(=O)(=O)N2CCC(C(=O)N[C@@H](C)C(=O)NC3CCCC3)CC2)cc1 | -9% | -10% | -6% | 5% | -3 | 67% | -17% | -43%[56.9 µM] | -7%
O=C(Oc1ccc(N2C(=O)CCC2=O)cc1)c1ccccc1Cl | -5% | 10% | 6% | -3% | -2 | ? | 1% | 2% | 0%
Cc1cccc(OCc2nnc(SCC(=O)NCCc3ccccc3)o2)c1 | -4% | -6% | -17% | -17% | -8 | 3% | 0% | -5% | 2%
Cc1ccc(S(=O)c2snnc2C)cc1 (centres undefined) | -17% | 20% | 13% | -8% | -8 | -10% | 4% | -7% | 33%[activator]
COc1ccc(NC(=O)CCCc2nnc3n(C(C)C)c(=O)c4sccc4n23)cc1Cl | -19% | -15% | ? | 10% | -2 | 0% | 0% | -11% | /
COc1ccc(-c2cc(-c3ccccc3)nc(SCC(=O)Nc3ccccc3F)c2C#N)cc1 | -4% | -3% | -5% | 10% | -2 | 22% | 0% | -26% | /
Cc1cc(S(=O)(=O)Nc2cccc([N+](=O)[O-])c2)c(C)s1 | 8% | 0% | -14% | 9% | 2 | 38% | 15% | 12% | -1%
CC1CCCCC1NC(=O)C1CCN(S(=O)(=O)N2CCCCCC2)CC1 (centres undefined) | -11% | 0% | -4% | 6% | 0 | 31% | -6% | -16% | -2%
CCOC(=O)COn1c(-n2nc(C)cc2C)nc2ccccc2c1=O | -8% | 13% | -7% | -7% | -5 | 31% | -13% | 31% | -2%
CN1CCN(C(=O)C2CCN(S(=O)(=O)c3ccc4c(c3)oc(=O)n4C)CC2)CC1 | -15% | 0% | 2% | 13% | -6 | -13% | -14% | -6% | 1%
O=C(NCC(c1ccco1)N1CCc2ccccc2C1)c1cccc(F)c1 (centres undefined) | -16% | ? | / | -16% | -7 | / | -5% | -3% | 8%
Cc1cccc(Nc2nc(-c3ccc(O)c(O)c3)cs2)n1 | -13% | 28µM* | -22% | -14% | 0 | ? | -4% | -46% | -44%
CC(=O)c1ccc(NS(=O)(=O)c2ccc3c(c2)NC(=O)CCS3)cc1 | 1% | 0% | -11% | -11% | 0 | 0% | 1% | 11% | /
Cc1ccc(N/C=C2\CCCCC2=O)nc1 | -5% | 43% | -10% | -14% | -4 | 36% | 1% | 3% | -1%
C[C@@H](CN1C2=NC[C@H](Cc3ccccc3)N2C[C@H]1Cc1ccc(O)cc1)NC(=O)CCC1CCCCC1 | -12% | -20% | -12% | 3% | 1 | 5% | -11% | -13% | 3%
Nc1c(C(=O)O)nnn1Cc1ccccc1 | -5% | -18% | -5% | -9% | -11 | 6% | -3% | 18% | 2%
CCCn1c(SCC(=O)NC)nc2sc3c(c2c1=O)CCC3 | -18% | -4% | -1% | 2% | 4 | 55% | -8% | -15% | 0%[12.4 µM]
CCSc1nc2n(n1)C(c1ccc(C(=O)O)cc1)C(C(=O)Nc1ccccc1C)=C(C)N2 (centres undefined) | -2% | -9% | 6% | -5%[60.1 µM] | -2 | -1% | 0% | 3% | /
O=C(c1ccc(Cl)c(F)c1F)N1CCOCC1 | -12% | 28% | -8% | -5% | -8 | 3% | 2% | 19% | 0%
COCCCNC(=O)/C(=C\c1cccn1C)NC(=O)c1cccs1 | -11% | -8% | -7% | -5% | 5 | 11% | 1% | -52% | 6%
S=C(NCc1ccccc1)N1CCN(C2CCCCC2)CC1 | -30% | 1% | -4% | 0% | -5 | 0% | -14% | -34%[11.4 µM] | 6%
O=C(Nc1cc(Cl)ccc1Cl)C1CC(=O)N(c2ccccc2)C1 (centres undefined) | -8% | -24% | -7% | -5% | -6 | ? | 3% | -9% | 0%
Cc1cc(C)c(S(=O)(=O)N2CCN(C(=O)c3cc4ccccc4o3)CC2)c(C)c1 | -10% | 8% | / | -11% | -3 | / | 1% | -5% | -8%

In the list so far, these contain an NH in an aromatic ring:
SMILES | POLH inh | ALOX12 inh | Apoferritin bind | Pol kappa inh | LDHA block | Pol beta inh | ERG Ets-DNA blk | RGS4 inh | APEX1 inh
COc1ccccc1-c1cn[nH]c1-c1ccc(OCc2ccc(F)cc2)cc1O | -25% | -15% | -12% | 0% | -2 | ? | -3% | 7%[56.9 µM] | -5%
c1ccc(CCCNc2ncnc3nc[nH]c23)cc1 | -8% | 21% | -5% | 4%&6% | -1&1 | -6% | 14% | 16% | 2%

The list is partial; the hit share may differ from the screen's.
